# Screening results: PubChem, several laboratories
# Dyrk1A ADPGlo = rat Dyrk1A kinase inhibitors, primary screen, biochemical, single point, plate reader. Dual specificity tyrosine-phosphorylation-regulated kinase 1A (Rattus norvegicus), Q63470. ADP-Glo luminescence, NFATc1 peptide. inhibition, % at 12.5 µM. actives 0.43% (n = 310,000); in the data active = inhibition above about 50%;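 also: plate controls were vehicle with enzyme for no effect and no enzyme for full effect; many of its hits are not listed in these tables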
# HSF1 inhib = HSF1 inhibitors in luciferase reporter cells, primary screen, cell-based, NIH3T3, luminescence; NIH3T3-HGL HSE-luciferase, MG132-induced, luminescence 8 h; hits give low values; activity change, negative = inhibition, % at 7.5 µM (by protocol); actives 0.77% (n = 300,000);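 active = more than half of replicate wells show activity change below -50%, luminescence cut by over half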;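 also: luciferase reports HSF-1 transcriptional activity via heat shock element; 0% = median of DMSO wells and -100% = zero luminescence signal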
# GSK3 alpha inh = blockers of GSK3A enzyme activity – biochemical, luminescence, cell-free homogeneous, HTS, primary screen; Glycogen synthase kinase-3 alpha (Homo sapiens), P49840; GSK-3 alpha kinase, ADP-Glo luminescence, 60 min; inhibition, % at 10 µM; actives 0.1% (n = 320,000); AID 2650, 2010;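 in the data active = inhibition above about 50%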;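 also: GST-tagged GSK-3 alpha with peptide substrate and 25 µM ATP; 0% = DMSO neutral wells and 100% = GW8510 positive control wells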
# Target sequence (P49840 whole entry, looked up): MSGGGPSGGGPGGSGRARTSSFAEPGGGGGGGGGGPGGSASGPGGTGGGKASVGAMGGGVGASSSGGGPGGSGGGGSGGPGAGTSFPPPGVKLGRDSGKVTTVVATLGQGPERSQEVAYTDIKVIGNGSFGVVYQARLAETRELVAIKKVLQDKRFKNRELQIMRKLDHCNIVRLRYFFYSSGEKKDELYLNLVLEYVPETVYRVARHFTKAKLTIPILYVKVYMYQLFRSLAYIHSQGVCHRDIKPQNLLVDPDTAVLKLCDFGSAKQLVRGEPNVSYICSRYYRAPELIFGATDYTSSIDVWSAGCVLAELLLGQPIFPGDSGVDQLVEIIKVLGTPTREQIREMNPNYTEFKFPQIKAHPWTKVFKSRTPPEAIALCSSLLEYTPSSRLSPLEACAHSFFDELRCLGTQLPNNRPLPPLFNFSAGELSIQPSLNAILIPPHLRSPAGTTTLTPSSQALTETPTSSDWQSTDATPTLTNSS
# HDAC3 inhib = HDAC3 deacetylase inhibitors, primary screen, biochemical, fluorescence, cell-free homogeneous. actives 0.15% (n = 320,000). inhibition, % at 8.3 µM. recombinant HDAC3, fluorogenic peptide/trypsin coupled; in the data active = inhibition above about 26%, passing the limit was not always enough
# HSP90 refold inh = HSP90 inhibitors, primary screen, cell lysate, luminescence; actives 0.91% (n = 290,000); inhibition, % at 5.6 µM; Rabbit reticulocyte lysate, luciferase refolding luminescence, 3 h; AID 1789, 2009; Heat shock protein HSP 90 (rabbit reticulocyte lysate; luciferase refolding);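 active = inhibition above the screen-wide mean plus 3 SD, computed separately per campaign, cut at about 16% in these data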;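 also: 0% = DMSO wells and 100% = 60 µM geldanamycin wells; inhibitors lower the luminescence because luciferase stays unfolded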
# GSK3beta inhib = human GSK3beta kinase inhibitors, primary screen, biochemical, cell-free homogeneous, HTS | actives 0.038% (n = 300,000) | AID 2097, 2009 | GST-GSK3beta kinase, ADP-Glo luminescence, 60 min; hits give low values | activity score (negative = inhibition), % at 10 µM | Glycogen synthase kinase-3 beta (Homo sapiens), P49841;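 active = more than half of replicate wells score below -50%, meaning over 50% inhibition versus plate controls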;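 also: 0% = median DMSO wells and -100% = median GW8510 positive control wells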
# Target sequence (P49841 whole entry, looked up): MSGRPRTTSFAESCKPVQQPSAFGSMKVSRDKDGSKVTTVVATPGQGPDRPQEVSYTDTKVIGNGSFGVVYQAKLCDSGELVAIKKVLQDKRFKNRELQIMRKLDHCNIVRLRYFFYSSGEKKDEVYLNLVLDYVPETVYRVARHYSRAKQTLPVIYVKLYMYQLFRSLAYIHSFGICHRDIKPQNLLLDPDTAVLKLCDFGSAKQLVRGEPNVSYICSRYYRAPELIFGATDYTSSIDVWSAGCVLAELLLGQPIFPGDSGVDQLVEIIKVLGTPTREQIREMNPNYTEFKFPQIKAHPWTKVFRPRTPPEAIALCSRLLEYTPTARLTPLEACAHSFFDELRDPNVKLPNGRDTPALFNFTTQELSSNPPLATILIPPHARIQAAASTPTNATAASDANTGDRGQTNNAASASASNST
#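 Assay system: GST-tagged human GSK3beta kinase, cell-free; Input: 1.6 ng GSK3beta; Medium: Tris/MgCl2 kinase buffer; Timing: 60 min enzyme reaction, room temperature; Signal: ADP-Glo luminescence quantifying ADP generated by kinase; Evaluation: score relative to plate controls; Benchmarks: DMSO neutral wells and GW8510 at 20 µM as positive.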
# Platelet DG rel = inhibitors of platelet dense granule secretion, primary screen, cell-based, MLPCN, human platelets; inhibition, %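 (compounds screened at 7.5 µM in platelet-rich plasma)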; actives 0.22% (n = 300,000); human platelet-rich plasma, SFLLRN dense granule ATP release, luminescence;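 active = mean replicate score, as percent of positive control, at or above 50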
# AI-2 QS mod = Vibrio harveyi AI-2 quorum sensing modulators, primary screen, JMH597 strain, luminescence/OD600 ratio; Vibrio harveyi JMH597 AI-2 luminescence/OD600 ratio, 9 h; hits give low values; strain lacks LuxN and CqsS sensors; 0 = neutral-control median; activity change, % at 7.5 µM; actives 0.4% (n = 300,000); AID 2094, 2009; in the data active = activity change below about -75%, passing the limit was not always enough;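 also: luminescence divided by OD600 gain over 9 h not by final OD600 alone; inactives centre near 13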
# PolyA inhibitor = polyadenylation inhibitors in yeast reporter cells, primary screen, luminescence, S. cerevisiae | S. cerevisiae SKY197-pL101 polyadenylation reporter, beta-gal luminescence; efflux-impaired pdr1/pdr3 knockout yeast; score 100 = 6 SD above DMSO | actives 0.02% (n = 300,000) | calls only at 12 µM;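 active = lowest replicate activity score at least 50, where 100 means six control SD above control mean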;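 also: yeast exposed to compound for 9 h at 30 °C; higher score means more reporter readthrough which indicates perturbed polyadenylation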
# HSF1 activator = HSF-1 activators, primary screen, NIH3T3-HGL cells, MG132 stress, luminescence, single point; NIH3T3-HGL HSF-1 luciferase reporter, 8 h; 100% = twice DMSO control signal; activation, % at 9 µM; actives 1.7% (n = 300,000);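 active = mean replicate activation of at least 50% with a set share of replicates each reaching 50%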;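 also: 0% = median of the neutral control wells and 100% = twice that signal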
# * marks the source's active call; other numbers are inactive results; i = inactive; nt = no result given. The list is partial; count on the stated rates, not on these rows.
SMILES,Dyrk1A ADPGlo,HSF1 inhib,GSK3 alpha inh,HDAC3 inhib,HSP90 refold inh,GSK3beta inhib,Platelet DG rel,AI-2 QS mod,PolyA inhibitor,HSF1 activator
CC(=O)Nc1ccc(S(=O)(=O)NC2(C(F)(F)F)NC(=O)N(c3ccc(Cl)cc3)C2=O)cc1 (centres undefined),8,-5,0,1,0,-2,-6,59,i,4
O=C(COc1ncnc2ccccc12)Nc1ccc(S(=O)(=O)N2CCOCC2)cc1,0,-4,-1,0,-4,0,15,-92*,i,0
O=C(O)COc1ccc(F)cc1Br,14,3,-1,0,-4,-2,-3,7,i,-6
COc1ccc(NC(=O)CN(C)C(=O)c2ccc(N3CCCCC3)c([N+](=O)[O-])c2)cc1,-6,0,-2,2,nt,2,7,26,i,1
CNC(=O)C1CCN(S(=O)(=O)c2c(C)noc2/C=C/c2ccc(OC)cc2)CC1,0,-11,1,3,-4,0,-4,3,i,-12
CCc1ccc(CN2CCC(C(=O)Nc3ccc(Oc4ccccc4)nc3)CC2)o1,1,2,2,-1,-2,-1,7,13,i,-19
Cc1ccc(CNC(=O)C2COc3ccccc3O2)cc1 (centres undefined),-3,3,-1,-2,1,-4,-1,-12,i,-1
COc1cc(CSC)nc(-c2ccccc2)n1,0,-5,-8,6,1,4,-3,16,i,10
O=C(Nc1cccc2c1[nH]c1ccccc12)C(F)(F)F,1,9,-2,-14,-3,-13,1,-9,i,15
Cc1nc(C)n(CC(O)COc2ccc(C(=O)c3ccccc3)cc2)n1 (centres undefined),0,-1,nt,-2,0,-1,-4,38,i,1
Cc1ccc(NC(=O)N2CCN(Cc3ccc4c(c3)OCO4)CC2)cc1,-1,-3,-5,2,2,1,3,10,i,-1
Cc1ccc(C(=O)Nc2ccc3c(c2)OCO3)cc1S(=O)(=O)N1CCCCC1,-2,10,0,6,-1,-1,23,39,i,18
O=C(/C=C/c1ccc(F)cc1)NC(=S)N1CCCCC1c1cccnc1 (centres undefined),7,7,1,7,-2,-2,2,7,i,36
COc1cc(C(C)=O)ccc1OCC(=O)c1cc(C)n(C2CC2)c1C,4,-14,0,4,9,5,1,4,i,-12
O=C(c1ccccc1)c1c[nH]c(C(=O)NCCCn2ccnc2)c1,6,-14,13,-4,0,-15,5,8,i,-8
CSc1nc(C(=O)N2CCCC(N3CCN(c4ccccc4C)CC3)C2)cs1 (centres undefined),4,0,-2,1,-2,-2,-6,13,i,-18
Cc1nnc2sc(-c3csc4c3CCCC4)nn12,44,1,9,0,2,-4,10,21,i,11
Cc1ccc(C)c(S(=O)(=O)c2c(C)cc(C)[nH]c2=O)c1,-3,-6,0,4,5,-2,-2,10,i,13
Cc1cc(NCCCO)n2nc(-c3cccs3)cc2n1,4,0,-1,-12,-1,-2,8,36,i,10
CCOc1ccc2nc(N3CCC(C(=O)NCCCN4CCOCC4)CC3)sc2c1,-2,-2,-1,-3,2,-4,1,10,i,6
CC(=O)c1ccc(N2CCN(C(=O)Nc3ccc(C)cc3)CC2)cc1,2,-6,-1,12,0,2,-2,22,i,1
COC(=O)c1ccc(CN2CCN(Cc3ccc(C(=O)OC)o3)CC2)o1,10,-5,-5,-11,-5,0,-19,18,i,-9
C[N+]1=C2CCCCCN2C(O)(c2ccccc2)C1 (centres undefined),-8,-1,-7,2,-2,1,7,3,i,-4
O=C1c2ccccc2C(=O)N1CC(O)CNc1ccc(Br)cc1 (centres undefined),-6,19,-2,4,-5,3,3,50,i,26
C=CCN(CC=C)C(=S)NC(=O)c1ccc(OC)c(Br)c1,-1,1,-2,9,1,1,2,24,i,14
O=S(=O)(c1cccc(-c2nc3ccccc3s2)c1)N1CCCC1,8,18,1,1,14,-4,-2,5,i,24
Cc1ccsc1/C=N/n1cnc2sc(C)c(C)c2c1=O,9,16,-2,7,-5,0,-3,24,i,28
CCOC(=O)N1CCN(C(=O)CCl)CC1,nt,-1,-1,-5,2,0,-2,-6,i,8
O=C(CC(=O)Nc1ccccn1)Nc1ccccn1,-4,2,0,4,-1,2,-1,22,i,7
COc1ccc(NC(=O)C2CCN(c3nc(C)nc4c3CCC4)CC2)cc1,-1,1,0,8,nt,2,3,26,i,6
CC1Sc2ccc(S(=O)(=O)CCC(=O)NCc3ccccc3)cc2NC1=O (centres undefined),-1,-1,-3,5,-5,3,15,nt,i,-5
CC1CCN(C(=O)Cn2c3ccccc3c3nc4n(c(=O)c32)CCCS4)CC1,nt,0,-2,2,-6,-5,-3,0,i,12
CCOc1ccc(OCc2ccc(C(=O)N(C)c3ccccc3)o2)cc1,nt,9,-1,9,23*,3,-1,9,i,3
COC(=O)c1ccc(C(c2c(N)n(Cc3ccccc3)c(=O)n(C)c2=O)N2CCOCC2)cc1 (centres undefined),6,6,-8,-3,4,-4,2,33,i,7
COc1cc(/C=C2\S/C(=N/S(=O)(=O)c3ccc(C)cc3)NC2=O)c([N+](=O)[O-])cc1OC,2,8,-3,14,-3,3,-3,36,i,4
Cc1ccc(C2N(c3cccc(Cl)c3)C(=O)C3CCCN32)o1 (centres undefined),-3,-3,-1,-1,-2,2,12,-5,i,0
CCN(CC)c1ccc(C=Nc2ccc(C#N)cc2)c(O)c1,8,6,-3,-6,6,-10,6,7,i,6
CCOC(=O)CN1C(=O)COc2ccc(Cl)cc21,3,1,-4,0,3,1,0,25,i,-1
COc1ccc(S(=O)(=O)NCCc2csc(-c3cccnc3)n2)cc1,5,-1,0,2,2,-4,1,24,i,14
O=C(Cc1coc2ccc3ccccc3c12)NC1CCCc2ccccc21 (centres undefined),1,35,nt,nt,1,2,9,19,i,65*

# 2 entries from above in a different format.
O=S(=O)(c1cccc(-c2nc3ccccc3s2)c1)N1CCCC1
  Dyrk1A ADPGlo = 8 | HSF1 inhib = 18 | GSK3 alpha inh = 1 | HDAC3 inhib = 1 | HSP90 refold inh = 14 | GSK3beta inhib = -4 | Platelet DG rel = -2 | AI-2 QS mod = 5 | PolyA inhibitor = i | HSF1 activator = 24

Cc1ccsc1/C=N/n1cnc2sc(C)c(C)c2c1=O
  Dyrk1A ADPGlo = 9 | HSF1 inhib = 16 | GSK3 alpha inh = -2 | HDAC3 inhib = 7 | HSP90 refold inh = -5 | GSK3beta inhib = 0 | Platelet DG rel = -3 | AI-2 QS mod = 24 | PolyA inhibitor = i | HSF1 activator = 28

# (cont.)
SMILES,Dyrk1A ADPGlo,HSF1 inhib,GSK3 alpha inh,HDAC3 inhib,HSP90 refold inh,GSK3beta inhib,Platelet DG rel,AI-2 QS mod,PolyA inhibitor,HSF1 activator
COC(=O)c1cccc(Nc2nc3ccccc3nc2C)c1,4,nt,0,9,2,1,-1,20,i,nt
O=C(c1ccccc1-c1nc(-c2ccccc2)no1)N1CCOCC1,-2,7,0,1,-2,6,8,2,i,-1
CCCCOC(=O)c1sc2nc(N3CCOCC3)c3c(c2c1N)CC(C)(C)OC3,0,-4,-2,-7,-3,1,5,8,i,5
CC1CC(C)CN(S(=O)(=O)c2ccc(C(=O)Nc3nnc(C4CC4)o3)cc2)C1 (centres undefined),-4,-13,-1,-3,4,-4,-10,-2,i,12
CC(c1ccccn1)N(Cc1ccco1)C(=S)Nc1cccc(F)c1 (centres undefined),-2,0,-2,3,-2,4,-5,28,i,-12
Cc1cccc(NC(=O)C(C)SCc2ccccc2)c1 (centres undefined),-4,-1,0,5,1,1,-2,-12,i,13
O=C1NCCN1C(=O)c1ccccc1F,-3,-2,-2,-4,-6,0,4,15,i,1
O=P(OC1CCCCC1)(OC1CCCCC1)C(Nc1ccccc1)c1cccnc1 (centres undefined),6,2,-2,7,-2,-11,-4,15,i,9
O=S(=O)(c1ccc(N2CCOCC2)nc1)N1CCOCC1,1,0,nt,0,-3,-4,2,6,i,-7
COc1ccc2c(CCNC(=O)CN3C(=O)c4ccccc4C3=O)c[nH]c2c1,2,1,-1,3,10,-4,6,-5,i,-1
Cc1ccc(C(=O)COC(=O)c2cc(=O)[nH]c3ccccc23)cc1C,-4,9,0,0,-3,0,21,10,i,46
O=C(Nc1ccccc1)C(Cl)C(=O)c1ccccc1 (centres undefined),2,-5,1,-5,-2,0,-4,-82*,i,3
Cc1ccc(NS(=O)(=O)c2ccc(N3CCN(c4ccc(O)cc4)CC3)c([N+](=O)[O-])c2)c(C)c1,13,-3,-2,-2,0,2,-1,40,i,-6
Cc1ccc2nc3c(cc(C(=O)NC4CCCC4)c(=N)n3CCCn3ccnc3)c(=O)n2c1,nt,10,1,-79,3,-1,-4,12,i,41
COc1ccccc1C(=O)CN1C(=O)NC2(CCc3ccccc32)C1=O (centres undefined),-2,-1,nt,nt,nt,1,-9,9,i,-7
CCOC(=O)C1CCN(C(=O)c2ccc(CNS(=O)(=O)c3ccc(OC)cc3)cc2)CC1,0,-12,-1,3,-4,3,0,22,i,-15
Cc1cc(=O)cc(C)n1-c1ccc(Cl)c(Cl)c1,-5,-4,1,-1,9,1,-14,-14,i,4
CCc1nnc(NC(=O)CSc2nnc(CSc3nc(C)cc(C)n3)o2)s1,0,-4,-3,2,-1,-2,2,24,i,-1
COc1ccc(Nc2ccc(N3C(=O)CCCC3=O)cc2[N+](=O)[O-])cc1OC,2,-1,0,6,-2,2,16,9,i,15
COC(=O)c1ccc(C2/C(=C(\O)c3ccc4c(c3)OCCO4)C(=O)C(=O)N2c2nnc(C)s2)cc1 (centres undefined),-3,-3,2,13,-2,2,11,27,i,-20
CCN(CC)S(=O)(=O)N1CCC(C(=O)NCC2COc3ccccc3O2)CC1 (centres undefined),0,3,-1,2,-1,-1,4,22,i,-9
CCc1nnc(NC(=O)c2nc(S(=O)(=O)Cc3cccc(C)c3)ncc2Cl)s1,-2,-65*,-6,3,4,-5,-18,-10,i,-74
Cc1nnc(NC(=O)c2cc(-c3ccco3)nc3ccccc23)s1,5,-4,8,1,nt,0,-7,6,i,0
O=C(O)COCC(=O)NCc1csc2ccc(Cl)cc12,-1,-3,-1,-1,5,2,3,19,i,9
Cc1ccc(-c2nc(SCC(=O)c3c(N)n(C)c(=O)n(C)c3=O)n[nH]2)cc1,2,nt,7,-1,-4,2,2,25,i,nt
CN1C(=O)C(c2ccccc2[N+](=O)[O-])C(=O)c2ccccc21 (centres undefined),2,-7,-1,5,-5,-6,1,9,i,16
CCCOC1CCCN(C(=O)c2cc(COc3ccc(-n4cncn4)cc3)on2)C1 (centres undefined),1,32,-1,0,-4,1,-11,21,i,60*
CCC(=O)NCCC(c1ccco1)c1ccccc1OC (centres undefined),-1,2,-2,3,0,2,3,3,i,-8
